GAA850 FXN act: FXN promoter activators, primary screen, cell-based, luciferase luminescence, HEK293 lucGAA850; AID 540364, 2011; activation, % at 6 µM; 360,000 compounds, 0.56% hits; HEK293 lucGAA850 FXN promoter luciferase reporter, 24 h; percent of 10 µM SAHA response;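 active = activation above the average of all compounds screened plus 3 SD, cutoff fixed separately per campaign, cut at about 7.5% in these data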;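 note: 0% = DMSO wells and 100% = 10 µM SAHA wells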
ASAP1 inh: inhibitors of human ASAP1 ArfGAP activity, primary screen, biochemical, fluorescence polarization | Arf-GAP with SH3 domain, ANK repeat and PH domain-containing protein 1 (Homo sapiens), … | ASAP1-stimulated ARF1 GTP hydrolysis, GDP FP detection | inhibition, % at 16.5 µM | 360,000 compounds, 0.19% hits | AID 624377, 2012; in the data active = inhibition above about 25%;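 note: 0% = vehicle with enzyme and substrate and 100% = no enzyme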
Target sequence (Q9ULH1 325-724 limits assumed): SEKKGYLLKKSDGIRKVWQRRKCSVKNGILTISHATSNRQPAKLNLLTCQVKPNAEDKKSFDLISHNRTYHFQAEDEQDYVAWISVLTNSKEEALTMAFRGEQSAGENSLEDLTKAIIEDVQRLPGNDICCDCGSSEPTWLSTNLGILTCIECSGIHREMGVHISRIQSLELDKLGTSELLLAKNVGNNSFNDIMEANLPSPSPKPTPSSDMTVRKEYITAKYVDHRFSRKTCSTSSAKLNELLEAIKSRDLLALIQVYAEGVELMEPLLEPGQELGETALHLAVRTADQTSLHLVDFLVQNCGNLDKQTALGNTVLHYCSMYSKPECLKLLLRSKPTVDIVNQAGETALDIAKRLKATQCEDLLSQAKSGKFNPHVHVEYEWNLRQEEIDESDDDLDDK
GC-B act: human GC-B receptor activators, primary screen, HEK293 GC-B cells, cGMP TR-FRET, EC30 CNP; 370,000 compounds, 0.11% hits; Atrial natriuretic peptide receptor 2 (Homo sapiens), P20594; activation, % at 10 µM; 0% at EC30 CNP, 100% saturating CNP;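 active = activation at 10 µM reaching about 35% in either raw or pattern-adjusted values, limit read from the data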
rCAG RNA binder: binders of r(CAG) RNA repeats, primary screen, biochemical, fluorescence; inhibition, % at 3 µM; r(CAG) RNA repeat, TO-PRO-1 dye displacement fluorescence; AID 651821, 2012; 370,000 compounds, 1.3% hits;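 active = inhibition above the plate cutoff, the mean of all test compounds on that plate plus 3 SD, cut at about 35% in these data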;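 note: 0% = DMSO alone and 100% = 100 µM mitoxantrone as full dye displacement; higher means more dye released from RNA so lower well fluorescence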
ADAM10 inh: human ADAM10 inhibitors, primary screen, biochemical, QFRET, HTS; Disintegrin and metalloproteinase domain-containing protein 10 (Homo sapiens), O14672; recombinant ADAM10, EDANS/DABCYL FRET peptide cleavage, 3 h; inhibition, % at 7 µM; 370,000 compounds, 0.62% hits; AID 720582, 2013;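 active = inhibition above a per-campaign cutoff equal to the mean of compounds falling between control-based bounds plus 3 SD, cut at about 20% in these data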;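 note: 0% = DMSO wells while the 100% control is not disclosed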
GC-A act: GC-A stimulated cGMP production enhancers – HEK293 GC-A cells, cGMP TR-FRET, EC30 ANP, primary screen; AID 1671463, 2021; 0% at EC30 ANP, 100% saturating ANP; activation, % at 10 µM; 370,000 compounds, 0.14% hits; Atrial natriuretic peptide receptor 1 (Homo sapiens), P16066; in the data active = activation above about 40%
proKLK7 act: proKLK7 zymogen activators, primary screen, biochemical, fluorescence intensity. Kallikrein-7 (Homo sapiens), P49862. purified proKLK7, EDANS-DABCYL substrate fluorescence; 100% is mature enzyme control, 0% vehicle. activation, % at 7 µM. 370,000 compounds, 0.9% hits;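 active = activation above the mean of all tested compounds plus 3 SD, computed per campaign excluding outliers beyond control limits, cut at about 13% in these data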
Target sequence (P49862 whole entry, looked up): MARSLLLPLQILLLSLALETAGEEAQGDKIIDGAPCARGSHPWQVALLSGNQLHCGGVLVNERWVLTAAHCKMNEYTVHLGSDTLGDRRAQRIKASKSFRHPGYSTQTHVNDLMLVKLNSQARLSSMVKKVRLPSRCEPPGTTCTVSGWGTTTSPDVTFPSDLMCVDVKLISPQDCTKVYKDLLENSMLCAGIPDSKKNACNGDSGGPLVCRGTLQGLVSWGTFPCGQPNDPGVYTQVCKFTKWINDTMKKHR
sPLA2-III inh: human group III sPLA2 inhibitors, primary screen, biochemical, QFRET, BODIPY PC-A2 liposome substrate. Group 3 secretory phospholipase A2 (Homo sapiens), Q9NZ20. QFRET BODIPY PC-A2 liposome hydrolysis, fluorescence. inhibition, % at 12.2 µM. 370,000 compounds, 0.56% hits. AID 743126, 2013;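 active = inhibition above mean plus 3 SD of compounds lying within the high and low control bounds, cut at about 19% in these data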;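 note: 0% = median of test compound wells and 100% = no enzyme DMSO wells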
DDE Tn6 FP inh: inhibitors of Tn6 peptide binding to fibrin DD(E), primary screen, biochemical, fluorescence polarization, human fibrin, Tn6 probe; Fibrin DD(E) TRITC-Tn6 fluorescence polarization displacement; 370,000 compounds, 0.21% hits; Fibrinogen beta chain (Homo sapiens), P02675; inhibition, % at 8.3 µM; AID 720509, 2013;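 active = inhibition above a per-campaign cutoff: mean of compounds within control limits plus 3 SD, cut at about 15% in these data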;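 note: 0% = median of all compound wells on the plate and 100% = blocking peptide control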
ARFGAP1 inh: inhibitors of rat ARFGAP1 GAP activity, primary screen, biochemical, fluorescence polarization, GDP tracer; inhibition, % at 16.5 µM; 360,000 compounds, 0.26% hits; ADP-ribosylation factor GTPase-activating protein 1 (Rattus norvegicus), Q62848; Arfgap1-stimulated ARF1 GTP hydrolysis, GDP FP detection;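 active = inhibition above a per-plate limit, mean inhibition of low control wells plus 3 SD, cut at about 25% in these data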;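 note: 0% = DMSO wells with enzyme and 100% = wells lacking Arfgap1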
Target sequence (Q62848 1-136 limits assumed): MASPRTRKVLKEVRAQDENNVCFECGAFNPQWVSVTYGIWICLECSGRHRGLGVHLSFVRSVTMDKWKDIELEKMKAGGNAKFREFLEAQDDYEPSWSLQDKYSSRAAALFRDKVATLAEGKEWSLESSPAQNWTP
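Material: truncated rat Arfgap1 GAP domain; Incubation: compound-enzyme preincubation 20 min, reaction 120 min, detection 60 min, 25 °C; Read-out: percent inhibition of Arfgap1-stimulated GTP hydrolysis; Technique: FP, GDP Alexa 633 tracer displaced from anti-GDP antibody, 620/688 nm; Controls: No-Arfgap1 wells (100%) versus DMSO full-reaction wells (0%); Replication: single well per compound.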
The depositor's hits bear a star; / = no result given. No enrichment for hits. Share with any hit: about 4.5%.

1	CCSC(=N)N
2	O=C(O)C1CC(=O)n2c(nc3ccccc32)S1 (stereo not drawn)
3	CCOc1ccc(NC(=O)CN(C)S(=O)(=O)c2cccc3cccnc23)cc1
4	CCCC(C)C(=O)Nc1cccc(NC(C)=O)c1 (stereo not drawn)
5	COc1cc(CC(=O)Nc2cc(S(C)(=O)=O)ccc2Cl)cc(OC)c1OC
6	COC(=O)[C@]12CCCCC=C1N(Cc1ccccc1)C(=O)[C@H](CC(=O)NCc1ccc(OC)c(OC)c1)C2
assay / compound,1,2,3,4,5,6
GAA850 FXN act,2.9,-0.1,-1.0,-1.4,0.8,/
ASAP1 inh,-1,-9,-7,-2,1,11
GC-B act,7,-2,0,3,-2,5
rCAG RNA binder,2,2,1,1,-3,1
ADAM10 inh,0,-2,4,4,-5,-5
GC-A act,3,4,0,-3,-4,2
proKLK7 act,-0.3,-0.3,0.1,-0.3,-0.6,0.4
sPLA2-III inh,-1,3,10,3,1,-3
DDE Tn6 FP inh,-1,-1,-2,5,1,-3
ARFGAP1 inh,7,-7,5,7,-4,-7

7	CCCCOc1ccc(N(CC(=O)NCCOC)C(=O)CCC(=O)Nc2ccccn2)cc1
8	CC(=O)N1N=C(c2ccccc2)CC1c1ccc2c(c1)OCO2 (stereo not drawn)
9	CCOCc1nnc(NC(=O)C2CC(=O)N(C3CCCC3)C2)s1 (stereo not drawn)
10	CC1CCN(c2ccc(C(=O)NCCc3ccccc3)cn2)CC1
11	N#CCCSCc1ccc(OCC(=O)O)cc1
12	COc1ccc2nc(C)cc(SCC(=O)OC(C)C)c2c1
assay / compound,7,8,9,10,11,12
GAA850 FXN act,1.7,2.3,-1.0,5.7,-0.6,1.8
ASAP1 inh,1,-10,3,0,0,3
GC-B act,-4,8,1,1,5,-1
rCAG RNA binder,-9,-6,-2,-4,4,-3
ADAM10 inh,1,0,-1,-1,10,-2
GC-A act,1,-2,3,4,-1,-4
proKLK7 act,0.2,1.0,-0.4,0.6,-0.2,-0.4
sPLA2-III inh,2,3,11,-5,6,2
DDE Tn6 FP inh,-2,-1,2,-2,0,12
ARFGAP1 inh,-1,-4,9,-7,-5,-15

13	Cc1ccc(S(=O)(=O)NCC(=O)NCC(=O)N2CCC(C)CC2)cc1
14	Cc1ccccc1C1NC(=S)NC2=C1C(=O)CCC2 (stereo not drawn)
15	CC1CCN(C(=O)c2[nH]cnc2C(=O)Nc2ccccc2F)CC1
16	CN(N=Cc1ccccc1O)c1ccc2ccccc2n1
17	COC(=O)CSc1nc(C)cc(C(F)(F)F)c1C#N
18	CSc1cccc(NC(=S)N2CCC(N(C)C3CCCCC3C)CC2)c1 (stereo not drawn)
assay / compound,13,14,15,16,17,18
GAA850 FXN act,2.6,1.6,-1.8,0.5,-0.6,2.4
ASAP1 inh,-15,-15,13,-4,-2,-4
GC-B act,-1,-1,3,-6,-5,-6
rCAG RNA binder,-3,0,-2,5,0,-6
ADAM10 inh,12,-5,-13,-3,0,10
GC-A act,0,4,4,-1,3,-1
proKLK7 act,0.5,-0.4,-0.1,-2.0,4.1,-0.3
sPLA2-III inh,-1,7,-9,-1,11,16
DDE Tn6 FP inh,3,-1,-3,7,6,-2
ARFGAP1 inh,-4,4,-10,3,5,-8

19	CCSc1nnc(Nc2ccccc2)s1
20	CCOC(=O)[C@@H]1[C@H]2COc3ccc(Br)cc3[C@@H]2N2C(=O)N(c3ccc(C)cc3)C(=O)[C@@]12C
21	CC(C)Oc1cccc(C(=O)C2CCCN(Cc3cccn3-c3ccccn3)C2)c1 (stereo not drawn)
22	Nc1c(NC=O)c(=O)n(Cc2ccccc2)c(=O)n1Cc1ccccc1
23	COc1cccc(-c2nc(CS(=O)(=O)CC(=O)Nc3cc(OC)ccc3OC)c(C)o2)c1
24	CC(C)CC1NC(=O)c2cc(Cl)ccc2-n2c1nc1ccccc1c2=O (stereo not drawn)
assay / compound,19,20,21,22,23,24
GAA850 FXN act,3.6,2.5,-4.4,1.3,-1.3,/
ASAP1 inh,0,0,-4,-3,-1,11
GC-B act,-3,-2,-9,-2,5,-4
rCAG RNA binder,-3,-1,5,1,-5,3
ADAM10 inh,4,14,-11,-3,8,2
GC-A act,4,-6,-11,5,-8,-1
proKLK7 act,0.1,-0.5,1.6,-0.1,0.3,-0.1
sPLA2-III inh,8,-9,-15,-3,-21,-2
DDE Tn6 FP inh,-5,3,-7,6,-8,10
ARFGAP1 inh,0,4,8,-3,1,-7

25	O=C(c1cccc(C(=O)N2CCN(c3ccccc3)CC2)c1)N1CCN(c2ccccc2)CC1
26	N#CC1(NC(=O)COC(=O)c2nc(Cl)c(Cl)c(N)c2Cl)CCCCC1
27	O=C(NCc1ccco1)/C(=C/c1ccc(F)cc1)NC(=O)c1ccccc1
28	O=C(c1cc(COc2cccc(C(F)(F)F)c2)on1)N1CCc2ccccc2C1
29	CC1CCCCN1C(=O)CSc1nnc(-c2ccco2)n1CC1CCCO1 (stereo not drawn)
30	O=C(NCc1nc(-c2ccccc2)no1)c1ccc(Br)o1
assay / compound,25,26,27,28,29,30
GAA850 FXN act,1.4,2.0,2.3,0.9,-0.4,1.0
ASAP1 inh,-11,3,-4,10,1,-14
GC-B act,-2,-1,-5,4,5,-4
rCAG RNA binder,10,6,0,-6,-4,-3
ADAM10 inh,5,-7,4,15,-2,3
GC-A act,4,-2,0,1,4,7
proKLK7 act,-0.6,0.3,0.3,1.0,0.0,1.0
sPLA2-III inh,-9,-1,11,-13,-3,0
DDE Tn6 FP inh,4,-2,0,5,2,3
ARFGAP1 inh,3,6,-3,12,-19,-9

31	O=c1c2c3c(sc2ncn1/N=C/c1ccco1)CCCC3
32	O=C(CCNC(=O)c1ccco1)Nc1ccc(OC(F)F)cc1
33	COc1ccc(C(=O)NCCn2ccc3ccccc32)cc1OC
34	O=C(NNC1=NS(=O)(=O)c2ccccc21)c1ccc(Cl)cc1
35	C(=C\CSc1nnnn1-c1ccccc1)/CSc1nnnn1-c1ccccc1
36	Cc1sc2nc[nH]c(=S)c2c1-c1ccccc1
assay / compound,31,32,33,34,35,36
GAA850 FXN act,4.4,-0.4,5.3,1.1,1.7,5.4
ASAP1 inh,-10,-1,2,-2,-9,8
GC-B act,-6,5,0,4,-5,-3
rCAG RNA binder,-2,0,3,4,-2,2
ADAM10 inh,-2,2,-9,4,-5,10
GC-A act,-2,3,0,-1,-1,-5
proKLK7 act,-1.1,0.3,-0.2,0.1,-0.3,0.0
sPLA2-III inh,6,0,-14,2,0,6
DDE Tn6 FP inh,4,6,3,-1,1,-7
ARFGAP1 inh,14,2,1,-1,-6,3

37	N#CCCN1CCN(S(=O)(=O)c2ccc(S(=O)(=O)N3CCCC3)cc2)CC1
38	Cn1c(=O)c2c(ncn2CC(=O)OCC(=O)NNC(=O)c2ccc(Cl)cc2)n(C)c1=O
39	Cc1cccc(C(=O)Nc2cccc(NC(=O)c3ccccc3)c2)c1
40	CC(=O)Nc1ccc(NCc2cccs2)cc1
41	Cc1cccc(C(=O)OCC(=O)NC(=O)NC2CCCCC2)c1
42	Cc1ccccc1OCC(=O)OCC(=O)Nc1ncc(Cl)c(C)c1Cl
assay / compound,37,38,39,40,41,42
GAA850 FXN act,-1.9,0.2,2.4,2.4,0.1,1.6
ASAP1 inh,2,-13,10,0,23,1
GC-B act,-4,1,4,-6,-2,0
rCAG RNA binder,3,2,5,0,-1,11
ADAM10 inh,-3,-4,26*,-1,-4,-6
GC-A act,0,4,1,-6,-1,1
proKLK7 act,0.0,0.1,0.4,0.1,0.4,0.1
sPLA2-III inh,4,-3,-14,11,-3,3
DDE Tn6 FP inh,-3,2,-5,-4,3,0
ARFGAP1 inh,-5,8,12,2,-5,6

Molecules from the list above containing a CF3 group, in the order listed:
17	COC(=O)CSc1nc(C)cc(C(F)(F)F)c1C#N
28	O=C(c1cc(COc2cccc(C(F)(F)F)c2)on1)N1CCc2ccccc2C1
assay / compound,17,28
GAA850 FXN act,-0.6,0.9
ASAP1 inh,-2,10
GC-B act,-5,4
rCAG RNA binder,0,-6
ADAM10 inh,0,15
GC-A act,3,1
proKLK7 act,4.1,1.0
sPLA2-III inh,11,-13
DDE Tn6 FP inh,6,5
ARFGAP1 inh,5,12

(continued)
43	CC1(C)CC(=O)C(/C=N/n2c(C(F)(F)F)nc3ccccc3c2=O)=C(O)C1
44	COc1ccc(N2CCN(C(=O)C3CCN(C(=O)c4ccc([N+](=O)[O-])cc4)CC3)CC2)cc1
45	OC(CN1C2=NCCN2c2ccccc21)c1ccc2c(c1)OCO2 (stereo not drawn)
46	CCC/C=C(\CCC)C(NC(=O)c1ccc(C(=O)OC)cc1)c1ccc(C(=O)OC)cc1 (stereo not drawn)
47	CC(=O)c1cc(-c2ccccc2)n(CCC(=O)NC2CCC(C)CC2)c1C (stereo not drawn)
48	COc1ccc(-c2nc3ccccc3n2OCC(=O)O)cc1
assay / compound,43,44,45,46,47,48
GAA850 FXN act,1.0,1.9,-5.4,/,2.6,4.2
ASAP1 inh,-7,2,3,0,-1,-5
GC-B act,3,-1,-15,1,0,2
rCAG RNA binder,5,-7,4,-1,-3,2
ADAM10 inh,-53,3,-5,2,15,-10
GC-A act,4,-1,-2,-1,-7,1
proKLK7 act,-0.7,0.4,-0.6,-0.2,-0.3,-0.1
sPLA2-III inh,-2,3,1,-1,8,3
DDE Tn6 FP inh,-2,-4,5,-9,-5,-5
ARFGAP1 inh,14,-2,12,-4,2,-18

49	Cc1ccc2c(c1)N(CC(=O)NCC1CCCO1)C(=O)C(C)O2 (stereo not drawn)
50	Cc1ccc(C[n+]2cc(-c3ccc(Cl)cc3)n3c2CCC3)cc1
51	CCn1cc(C(=S)N2CCC(C(N)=O)CC2)c2ccccc21
52	COC(=O)c1c(-c2ccsc2)oc2ccc(-c3cc(OC)c(OC)c(OC)c3)cc12
53	CN(Cc1ccco1)C(=O)[C@@H](Cc1ccccc1)NC(=O)[C@H]1O[C@@H](n2ccc(=O)[nH]c2=O)[C@H](O)[C@@H]1O
assay / compound,49,50,51,52,53
GAA850 FXN act,-1.4,-1.0,-1.2,0.9,/
ASAP1 inh,2,11,-2,18,-3
GC-B act,-1,0,1,6,-4
rCAG RNA binder,-5,3,-1,10,2
ADAM10 inh,0,-1,-9,-32,3
GC-A act,3,2,-5,0,-1
proKLK7 act,0.2,-0.5,0.4,-56,-0.2
sPLA2-III inh,3,0,11,2,-2
DDE Tn6 FP inh,3,6,-4,-5,8
ARFGAP1 inh,-1,1,0,8,-4
